Compound activity deposited in PubChem by several laboratories.
NPY2 pot ag = potentiates or activates human NPY-Y2 receptor; hit rate 0.45% among 220,000; P49146; activation, % at 3.6 µM; cells expressing NPY-Y2, potentiator/agonist read-out; in the data active = activation above about 27%;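 also: cells stimulated with NPY near EC25 plus isoproterenol at EC100; 0% = vehicle plus submaximal agonist and 100% = vehicle plus saturating agonist; some results beyond the cut were filed as inactive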
TRPML3 ag = human mucolipin-3 channel agonism; activation, % at 3 µM; Q8TDD5; hit rate 0.29% among 220,000; HEK293 TRPML3-YFP, Fluo-8 calcium fluorescence; 100% = the carbachol control signal;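 active = activation above its plate's cutoff, the mean activation of the plate's test wells plus 3 SD, cut at about 12% in these data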;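 also: 0% = DMSO only wells and 100% = carbachol wells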
Target sequence (Q8TDD5 whole entry, looked up): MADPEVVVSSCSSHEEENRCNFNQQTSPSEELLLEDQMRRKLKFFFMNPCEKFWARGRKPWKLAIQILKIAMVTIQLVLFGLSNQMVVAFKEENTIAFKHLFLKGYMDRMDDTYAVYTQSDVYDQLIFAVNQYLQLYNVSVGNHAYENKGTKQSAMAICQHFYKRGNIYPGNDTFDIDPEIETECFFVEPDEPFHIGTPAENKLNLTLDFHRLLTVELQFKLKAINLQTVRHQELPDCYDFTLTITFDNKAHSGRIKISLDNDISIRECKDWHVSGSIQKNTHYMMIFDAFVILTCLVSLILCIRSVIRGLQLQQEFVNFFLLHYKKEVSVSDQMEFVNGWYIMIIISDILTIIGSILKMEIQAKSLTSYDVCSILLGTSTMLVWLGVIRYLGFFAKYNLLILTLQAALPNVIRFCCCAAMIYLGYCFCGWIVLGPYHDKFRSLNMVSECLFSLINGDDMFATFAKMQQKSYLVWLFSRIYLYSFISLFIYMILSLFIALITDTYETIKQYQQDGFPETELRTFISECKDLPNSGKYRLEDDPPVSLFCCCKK
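Test system: HEK293 cells stably carrying human TRPML3-YFP; Doses: single dose, 3 µM final nominal compound, 0.3% DMSO final; Schedule: dye loading 1 h 37 °C then 30 min ambient, 125 s read; Technique: Fluo-8 calcium fluorescence; Benchmarks: high control carbachol 87 µM, low control DMSO.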
CHOP inh = CHOP inhibition in unfolded protein response. CHO-K1 CHOP-promoter luciferase, tunicamycin-induced, 15-18 h. inhibition, % at 10 µM. hit rate 3.8% among 220,000;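 active = compounds that reduced the stress-induced luciferase reporter signal by more than about 70% of percent inhibition, limit read from the data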;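 also: 0% = tunicamycin plus vehicle and 100% = wells without tunicamycin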
EP2 modulator = EP2 receptor (human) modulation. EP2-expressing cells, cAMP HTRF FRET, PGE2 co-stimulation. induction, % at 25 µM. hit rate 0.83% among 260,000. AID 940;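 active = compounds whose cAMP rise, as percent of the full-agonist control response, exceeds 60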;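 also: rat C6 glioma line stably carrying human EP2 under a CMV promoter; the protocol text gives 20 µM as final concentration; 100% = response of wells given 1 µM PGE2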
S1P4 agonist = human S1P4 receptor agonism; O95977; S1P4-expressing cell line, agonist reporter assay; activation, % at 4.98 µM; hit rate 0.35% among 220,000; AID 1509; in the data active = activation above about 11%;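 also: 0% = DMSO vehicle and 100% = reference agonist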
NPY-Y1 antag = blocks the human neuropeptide Y Y1 receptor. P25929. inhibition, % at 3.6 µM. hit rate 1% among 200,000. HEK293-CNG Y1 cells, membrane potential fluorescence; NPY at EC95, then isoproterenol;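 active = inhibition above the campaign mean inhibition of all tested compounds plus 3 SD, cut at about 20% in these data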;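 also: 0% = DMSO wells given NPY plus isoproterenol and 100% = isoproterenol alone without NPY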
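Material: HEK293 cells with Y1 receptor plus CNG channel; times: compound incubation 1 h at room temperature, readout 45 min post-stimulation; signal: fluorescence, membrane potential probe; read-out basis: fluorescence ratio normalized to % inhibition between controls; benchmarks: full-block control isoproterenol-only wells, zero-block control NPY plus isoproterenol wells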
S1P4 antagonist = antagonists of human S1P4 receptor; S1P4-expressing cells, antagonist mode, reporter read-out; inhibition, % at 4.98 µM; hit rate 0.26% among 220,000; AID 1510; in the data active = inhibition above about 29%;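 also: 0% = wells stimulated with agonist and 100% = vehicle wells without agonist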
zfTRPN1 agonist = zebrafish TRPN1 (NompC) channel agonism. AID 1424. activation, % at 3 µM. hit rate 0.18% among 220,000. HEK293 zebrafish TRPN1-YFP, Fluo-8 calcium fluorescence; 100% = response to 87 µM carbachol;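 active = activation above its plate's cutoff, the mean activation of test wells on that plate plus 3 SD, cut at about 19% in these data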;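 also: 0% = DMSO alone and 100% = 87 µM carbachol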
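System: zebrafish TRPN1-YFP in HEK293 cells / Dosing: 3 µM single point / Timing: dye loading 1 h at 37 °C, then 30 min room temperature / Signal: Fluo-8 calcium fluorescence, excitation 470-495 nm, emission 515-575 nm / Read-out basis: percent activation from peak over basal fluorescence ratio, control-normalized / Control set: high carbachol 87 µM, low DMSO alone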
NPY1 pot ag = human NPY-Y1 potentiation or agonism, primary screen | P25929 | NPY-Y1 expressing cells, potentiator/agonist activation | activation, % at 3.6 µM | hit rate 0.37% among 220,000 | AID 1304; in the data active = activation above about 33%, passing the limit was not always enough;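 also: cells stimulated with NPY at EC10 then isoproterenol at EC100; 0% = low agonist plus stimulus and 100% = saturating agonist plus stimulus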
* = called active by the depositor; . = not tested or not shown.

no. | molecule | NPY2 pot ag | TRPML3 ag | zfTRPN1 agonist | S1P4 antagonist | NPY-Y1 antag
1 | O=C(C[n+]1cc(-c2ccc(F)cc2)n2c1CCC2)OCc1ccccc1 | 5 | 0.4 | 1.5 | -22 | -2
2 | O=C(CNS(=O)(=O)c1ccccc1)N1CCN(c2ccccc2)CC1 | 5 | 0.3 | -0.6 | -2 | 1
3 | O=C(NCCc1csc(-c2cccnc2)n1)c1cccc(Cl)c1 | -17 | 1.6 | 4.3 | 1 | .
4 | O=C(/C=C/c1cccs1)N1CCN(c2ccccc2F)CC1 | -9 | 0.7 | -0.5 | -4 | 15
5 | COc1ccc(CNc2ccc(C)c(C)c2)c(OC)c1OC | -3 | -0.1 | -1.9 | 10 | 11
6 | COc1ccc(C(=O)OCC(=O)NC(=O)NC2CCCC2)c(OC)c1 | -4 | -0.4 | 0.3 | -20 | 2
7 | COc1cccc(CNCCO)c1OCc1ccccc1Cl | 3 | 0.5 | 1.3 | 0 | 15
8 | CCCCCCCC(=O)NNC(=O)c1c(O)c2ccccc2n(CC)c1=O | -11 | 0.1 | -0.7 | -23 | 2
9 | CC(C)C(=O)N1CCN(C2=NS(=O)(=O)c3ccccc32)CC1 | 14 | -0.2 | -0.2 | -7 | 6
10 | CCOc1cc2c(cc1OC)C(NC(=O)C(F)(F)F)CC2=O (stereo not given) | -11 | 0.1 | 0.1 | -2 | 8
11 | CC1(C)CC(=O)C2=C(C1)c1c(ccc3ncccc13)NC2c1cccs1 (stereo not given) | 0 | -0.2 | -0.7 | -5 | 0
12 | O=C(CSc1nnc(-c2ccncc2)o1)N1CCCC1 | 2 | 0.5 | -0.3 | 13 | 1

no. | NPY1 pot ag | EP2 modulator | S1P4 agonist | CHOP inh
1 | 11 | 38 | 1.1 | 5
2 | -9 | 5 | 0.8 | 23
3 | -25 | -36 | 0.7 | 1
4 | 21 | -16 | 0.3 | 11
5 | 12 | 4 | 0.0 | 13
6 | -12 | -30 | 1.2 | 7
7 | -16 | -17 | 0.5 | 22
8 | -10 | -9 | -0.4 | 47
9 | -4 | 16 | 1.6 | -23
10 | 15 | 25 | -1.1 | 18
11 | 2 | 7 | 0.8 | 11
12 | 20 | -34 | 0.6 | -4

Remaining list, next part:
no. | molecule | NPY2 pot ag | TRPML3 ag | zfTRPN1 agonist | S1P4 antagonist | NPY-Y1 antag
13 | Nc1nonc1C(=O)NCCNc1ccc([N+](=O)[O-])cn1 | 14 | 1.5 | 1.0 | -3 | 0
14 | O=C(NCCc1cn2ccsc2n1)C1CCCCC1 | -3 | 0.6 | 1.9 | -6 | 1
15 | NC(=O)c1cccnc1Nc1cccc(F)c1 | -3 | 1.2 | 0.4 | -5 | -1
16 | COc1ccc(-n2c(C)nc3c(cnn3-c3ccc(Cl)cc3)c2=O)cc1 | -4 | 1.1 | 2.5 | -12 | -3
17 | COC(=O)C1C/C(=N\NS(=O)(=O)c2ccc(C)cc2)c2sccc2C1 (stereo not given) | 4 | -0.5 | -0.3 | -5 | 6
18 | CC(=O)c1ccc(NC(=S)NC(=O)c2c(Cl)c(C)nn2C)cc1 | -3 | 0.8 | -1.0 | 3 | 0
19 | Cn1cnc(S(=O)(=O)Nc2ccc(OC(F)F)cc2)c1 | -5 | 0.3 | -2.1 | 3 | .
20 | CSc1ccccc1NC(=O)c1cnccn1 | 8 | -1.0 | -0.7 | -1 | 3
21 | CC(NC(=O)c1ccc2c(c1)OCO2)C(c1cccs1)N1CCN(c2ccccc2)CC1 (stereo not given) | 19 | -1.1 | -2.9 | 9 | .
22 | COCCNC(=O)[C@H]1C[C@@H]1[C@H](NP(=O)(c1ccccc1)c1ccccc1)c1ccccc1 | 3 | 0.5 | -1.0 | -5 | 1
23 | Cc1cc(C(=O)COC(=O)c2cccn2C)c(C)n1Cc1ccco1 | 11 | 0.0 | -2.2 | -1 | 6
24 | NC(=O)C1CCN(CC(=O)Nc2ccccc2Sc2ccc(Cl)cc2)CC1 | 6 | 0.7 | 0.2 | -25 | 1

no. | NPY1 pot ag | EP2 modulator | S1P4 agonist | CHOP inh
13 | -11 | -17 | 1.0 | 9
14 | -10 | 3 | 2.3 | 26
15 | 4 | -13 | 0.5 | 17
16 | -6 | 8 | 7.4 | 83*
17 | -7 | 36 | 1.2 | 27
18 | 12 | 6 | 1.4 | 36
19 | -5 | -16 | 0.7 | 1
20 | 17 | 5 | -0.3 | -9
21 | 25 | -61 | -0.7 | 28
22 | -15 | 32 | 0.8 | 2
23 | 14 | -7 | 1.1 | 24
24 | -22 | -10 | 0.2 | 7

The listing continues:
no. | molecule | NPY2 pot ag | TRPML3 ag | zfTRPN1 agonist | S1P4 antagonist | NPY-Y1 antag
25 | O=C(CCCCn1c(=S)[nH]c2ccsc2c1=O)NCc1ccco1 | -12 | -0.2 | -0.2 | -3 | -7
26 | CCc1ccc(NC(=O)CS(=O)CC(=O)NC(C)CCc2ccco2)cc1 (stereo not given) | 5 | -1.0 | -1.7 | -10 | -3
27 | Brc1ccc(OCc2nnnn2-c2ccccc2)cc1 | -3 | 0.1 | -1.8 | 2 | 6
28 | CCc1ccc(OCCNC(=O)c2cccs2)cc1 | -19 | 0.3 | 0.9 | -18 | 1
29 | COC(=O)CNc1nc(-c2ccccc2F)nc2ccccc12 | 6 | 0.1 | 1.8 | -10 | -4

no. | NPY1 pot ag | EP2 modulator | S1P4 agonist | CHOP inh
25 | -6 | 9 | -1.1 | 8
26 | 11 | 11 | -1.3 | 49
27 | -3 | -5 | -0.3 | 1
28 | 16 | -16 | 1.3 | 61
29 | 20 | -12 | 1.2 | 13

Filtered by structure, the compounds so far containing fluorine (6)
no. | molecule | NPY2 pot ag | TRPML3 ag | zfTRPN1 agonist | S1P4 antagonist | NPY-Y1 antag
1 | O=C(C[n+]1cc(-c2ccc(F)cc2)n2c1CCC2)OCc1ccccc1 | 5 | 0.4 | 1.5 | -22 | -2
4 | O=C(/C=C/c1cccs1)N1CCN(c2ccccc2F)CC1 | -9 | 0.7 | -0.5 | -4 | 15
10 | CCOc1cc2c(cc1OC)C(NC(=O)C(F)(F)F)CC2=O (stereo not given) | -11 | 0.1 | 0.1 | -2 | 8
15 | NC(=O)c1cccnc1Nc1cccc(F)c1 | -3 | 1.2 | 0.4 | -5 | -1
19 | Cn1cnc(S(=O)(=O)Nc2ccc(OC(F)F)cc2)c1 | -5 | 0.3 | -2.1 | 3 | .
29 | COC(=O)CNc1nc(-c2ccccc2F)nc2ccccc12 | 6 | 0.1 | 1.8 | -10 | -4

no. | NPY1 pot ag | EP2 modulator | S1P4 agonist | CHOP inh
1 | 11 | 38 | 1.1 | 5
4 | 21 | -16 | 0.3 | 11
10 | 15 | 25 | -1.1 | 18
15 | 4 | -13 | 0.5 | 17
19 | -5 | -16 | 0.7 | 1
29 | 20 | -12 | 1.2 | 13

Rows are unselected; 6.5% or so of the library scored in one or more.
